Assay outcomes (PubChem)
PTEN del growth = suppresses growth of cells with PTEN deletion; HCT116 PTEN-null viability, CellTiter-Glo, 60 h; active compounds read low; viability, % at 10 µM; 140,000 tested, 1.2% active; AID 827;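 active = viability at or below a set limit, 4 SD under the median of all tested compounds, cut at about 3.7% in these data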;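 note: PTEN knockout HCT116 line with beta catenin targeted HCT116 as companion control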
E-sel TNF inh = blocks E-selectin expression induced by TNF alpha. HUVEC TNFa-induced E-selectin immunofluorescence, high content. inhibition, % at 2 µM. 120,000 tested, 0.71% active;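 active = inhibition above the batch mean plus 3 SD, and confirmed as a hit on visual image review, cut at about 43% in these data; inconclusive = passes the inhibition cutoff but fails visual image review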;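 note: 0% = TNF-stimulated DMSO wells and 100% = unstimulated control wells; not every result past the cut was called active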
GALR2 blocker = antagonists of human galanin receptor 2 (GALR2) | O43603 | GALR2-expressing cells, antagonist mode | inhibition, % at 4 µM | 140,000 tested, 0.39% active; in the data active = inhibition above about 27%;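 note: cells stimulated with galanin 1-16 at roughly its EC80; 0% = agonist challenge control and 100% = basal control without agonist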
Target sequence (O43603 whole entry, looked up): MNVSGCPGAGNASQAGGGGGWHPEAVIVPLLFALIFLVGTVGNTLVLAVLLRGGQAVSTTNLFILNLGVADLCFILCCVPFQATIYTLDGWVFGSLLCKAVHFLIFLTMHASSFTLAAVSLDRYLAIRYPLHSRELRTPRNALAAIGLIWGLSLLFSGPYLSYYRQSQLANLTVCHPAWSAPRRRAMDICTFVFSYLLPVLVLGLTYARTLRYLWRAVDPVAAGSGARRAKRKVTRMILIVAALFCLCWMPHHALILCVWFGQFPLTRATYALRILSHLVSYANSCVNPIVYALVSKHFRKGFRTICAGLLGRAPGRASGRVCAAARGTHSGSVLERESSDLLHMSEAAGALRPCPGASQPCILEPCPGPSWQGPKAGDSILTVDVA
Measles CPE = protection of cells from measles virus; Measles virus-infected cells, CPE protection, absorbance; protection (pct of control), % at 4 µM; 140,000 tested, 1.5% active; AID 841; in the data active = protection mostly above about 24%, no sharp cut-off; inactive = mostly below about 26%; note: some compounds called inactive have numbers as strong as hits
NPY Y2 blocker = NPY-Y2 (human) receptor antagonism | P49146 | NPY-Y2 expressing cells, antagonist mode | inhibition, % at 2.7 µM | 140,000 tested, 0.99% active | AID 793; in the data active = inhibition above about 17%;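 note: 0% = vehicle with agonist challenge and 100% = reference antagonist with challenge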
Target sequence (P49146 whole entry, looked up): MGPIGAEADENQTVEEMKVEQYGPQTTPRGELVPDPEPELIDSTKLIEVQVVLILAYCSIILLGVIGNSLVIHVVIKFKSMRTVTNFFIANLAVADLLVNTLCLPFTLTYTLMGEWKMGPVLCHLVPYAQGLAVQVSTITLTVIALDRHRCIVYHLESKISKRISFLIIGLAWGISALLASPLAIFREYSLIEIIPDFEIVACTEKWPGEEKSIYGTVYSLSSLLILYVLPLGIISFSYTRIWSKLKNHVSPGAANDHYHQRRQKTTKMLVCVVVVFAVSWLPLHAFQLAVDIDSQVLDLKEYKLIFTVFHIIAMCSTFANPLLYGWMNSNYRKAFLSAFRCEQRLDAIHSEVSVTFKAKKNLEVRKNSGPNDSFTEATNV
Yeast lifespan up = yeast lifespan extension. S. cerevisiae growth with nicotinamide, OD615; deaD strain in restrictive glucose medium. inhibition of the nicotinamide effect, % at 10 µM. 130,000 tested, 0.68% active;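 active = inhibition above a set limit, placed 3 SD over the median of all compounds, cut at about 26% in these data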;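 note: 0% = nicotinamide-treated wells and 100% = cells grown without nicotinamide; some compounds called inactive have numbers as strong as hits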
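Assay system: DeaD-strain S. cerevisiae. Medium: CSMM-D glucose medium, restrictive. Reagent: nicotinamide, 1.5 mM, co-present with compound. Compound: 10 µM single point, 0.25% DMSO. Schedule: culture preincubation 4 h, compound exposure 48 h, both 30 °C. Detection: absorbance at 615 nm.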
MRP-1 activ = activates MRP-1. H69AR cells + doxorubicin, viability rescue, CellTiter-Glo. viability increase, % at 10 µM. 140,000 tested, 0.61% active. AID 799;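 active = viability gain under doxorubicin at or above a set limit, the compound median plus 3 SD, cut at about 4.7% in these data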;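 note: MRP-1 overexpressing cells given doxorubicin 25 µM after compound pretreatment; 18-22 h compound pretreatment then 72 h with doxorubicin before readout; 0% = doxorubicin-only wells and 100% = vehicle-treated cells without doxorubicin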
Yeast growth inh = chemicals that inhibit yeast BB579 growth in restrictive medium (lifespan-shortening candidates); AID 804; S. cerevisiae BB579 growth, OD615, 48 h; 140,000 tested, 0.51% active; inhibition, % at 10 µM;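 active = inhibition above a set limit, 3 SD over the mean compound inhibition, cut at about 44% in these data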; note: inactives centre near -24
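test system = yeast BB579 (DeaD) | buffer or medium = restrictive CSMM-D medium | doses = single compound dose of 10 µM, 0.25% DMSO final | times = 4 h preincubation and 48 h exposure at 30 °C | technique = culture absorbance at 615 nm | benchmarks = amphotericin B 10 µg/mL, positive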
Phagocyt inh = blocks phagocytosis by macrophages | AID 1029 | 110,000 tested, 0.07% active | J774A.1 macrophage IgG-bead phagocytosis, imaging | inhibition, % at 5 µM;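 active = inhibition above the mean of the plate negative controls plus 5 SD, cut at about 13% in these data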;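 note: phagocytic index as fraction of beads internalized from green versus red external bead signal; plate controls were DMSO negative control for no effect and cytochalasin-D positive control for full effect; some results beyond the cut were filed as inactive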
bCat KO growth = beta-catenin-lacking colon tumor cell growth suppression | HCT116 beta-catenin knockout viability, CellTiter-Glo, 60 h; active compounds read low | viability, % at 10 µM | 140,000 tested, 1.5% active | AID 818;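 active = viability at or under a set limit, the compound median less 4 SD, cut at about 6% in these data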;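 note: 0% = Hyamine 1622 control at 20 µM and 100% = untreated cell control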
* marks the source's active call; other numbers are inactive results; ? = inconclusive; . = no result given.

nr	mol	PTEN del growth	E-sel TNF inh	GALR2 blocker	Measles CPE	NPY Y2 blocker	Yeast lifespan up	MRP-1 activ	Yeast growth inh	Phagocyt inh	bCat KO growth
1	Cn1c2c(c(=O)n(C)c1=O)C(NC(=O)c1ccco1)(C(F)(F)F)C(=O)N2 (centres undefined)	104	5	-7	6	-3	-10	1.0	-3	3	99
2	CC(C)C(NS(=O)(=O)c1cccs1)C(=O)N(C)Cc1ccccc1 (centres undefined)	99	8	-10	12	5	0	-0.5	-20	.	80
3	Cc1ccccc1-n1c(C)nc2ccccc21	89	-10	5	10	0	-30	-4.2	-11	0	102
4	COc1ccc(-c2noc(CSc3nc4ccccc4c(=O)n3-c3ccccc3)n2)cc1	69	-9	-15	5	3	-4	-0.6	-64	3	64
5	O=C1CC2(CON=C2c2ccc(F)cc2)C(=O)N1c1ccc(F)cc1 (centres undefined)	107	21	0	26	6	-29	0.5	-33	0	90
6	COc1ccc(-n2nc3cc(C)c(N)c(Br)c3n2)cc1	75	-14	4	7	1	-16	-4.2	-11	0	82
7	Cc1ccc(NC2=C(NC(=O)c3ccccc3)C(=O)c3ccccc3C2=O)cc1Cl	5	-9	-8	20	-3	16	-3.4	-46	-3	5.7*
8	O=C(Nc1ccc2snnc2c1)N1CCSCC1	98	18	-15	6	0	.	-0.9	-6	-1	90
9	CN(C)C(=O)c1ccc(NC(=O)c2cc(-n3cnnc3)ccc2Cl)cc1	108	.	-3	4	0	4	1.3	-35	-7	107
10	COc1ccccc1N=c1oc2cc(O)ccc2cc1C(N)=O	65	29	-46	7	4	-16	-1.8	-21	-4	64
11	Cc1ccc(CNC(=O)C(Cc2ccccc2)NS(=O)(=O)c2ccc3c(c2)CCC(=O)N3)cc1 (centres undefined)	82	-4	-6	5	0	-9	-2.2	-14	-1	74
12	COc1cccc(-c2nc(CS(=O)(=O)CC(=O)N3CCc4ccccc4C3)c(C)o2)c1	92	-4	8	8	3	-10	-3.3	10	-1	93
13	CCOC(=O)c1c(C)[nH]c2c1-c1ccccc1C(=O)C2=O	1.7*	.	19	1	-2	2	-4.9	-2	-15	1.1*
14	Cc1ccc(N2C(=O)CC(Sc3nc(-c4ccccc4)c4cc(Cl)ccc4n3)C2=O)c(C)c1 (centres undefined)	74	-11	-2	16	-1	-6	-2.4	-39	-13	79
15	Cc1ccccc1CN(c1ccc(C(=O)Nc2ccccc2C(=O)NCc2ccco2)cc1)S(C)(=O)=O	86	2	13	16	3	0	-2.5	-50	-1	91
16	CN(C)CC/C=C1\c2ccccc2Sc2ccc(Cl)cc21	15	.	2	15	4	-6	-3.6	5	.	11
17	CNC(=O)CN(c1cccc(Br)c1)S(C)(=O)=O	104	-28	-11	5	1	-5	-0.1	-23	.	94
18	O=C(O)c1c2c(nc3ccc(S(=O)(=O)N4CCC(C(=O)N5CCCCC5)CC4)cc13)CCCC2	94	.	5	5	2	-14	-1.4	-27	0	100
19	CN(c1cccc(Cl)c1)S(=O)(=O)c1cccc(C(=O)Nc2nc3ccccc3[nH]2)c1	7	-16	16	10	27*	10	-4.7	-19	.	10
20	CCOc1ccc(S(=O)(=O)NCc2ccco2)c2ccccc12	107	.	0	16	-1	-3	-1.9	-57	0	93
21	O=C(NCc1ccco1)C(Cc1ccccc1)N1C(=O)C2C3C=CC(C3)C2C1=O (centres undefined)	90	0	-12	3	1	-11	-2.8	-53	0	95
22	N/C(=N\OC(=O)CCC1CCCCC1)c1cccnc1	90	11	7	3	1	-4	-1.9	-19	9	96
23	CC(NC(=O)Nc1nccs1)(C(F)(F)F)C(F)(F)F	104	15	-3	8	4	-1	0.2	-66	0	95
24	C=CCOc1ccc(C2/C(=C(\O)c3ccc(F)cc3)C(=O)C(=O)N2CCCN(C)C)cc1 (centres undefined)	98	15	7	6	5	-12	-1.4	-31	-1	94
25	O=C(CCc1ccccc1)Nc1c(F)c(F)c(F)c(F)c1F	97	.	0	5	16	-2	-0.1	-39	0	101

The list continues.
nr	mol	PTEN del growth	E-sel TNF inh	GALR2 blocker	Measles CPE	NPY Y2 blocker	Yeast lifespan up	MRP-1 activ	Yeast growth inh	Phagocyt inh	bCat KO growth
26	O=C(CSCC(=O)Nc1nccs1)Nc1ccccc1	103	-18	4	13	-2	-3	-1.3	-26	1	103
27	COc1ccc(N2C(=O)CC(Sc3ncn[nH]3)C2=O)c(OC)c1 (centres undefined)	105	3	6	.	0	-7	-2.6	-38	0	94
28	O=c1c2ccccc2nc2ccc(N3CCOCC3)nn12	90	?	-5	12	5	-9	-0.2	-41	.	89
29	CCc1nccn1S(=O)(=O)c1ccc2ccc(C)cc2c1	97	-2	3	1	15	-1	-1.7	-36	4	101
30	COc1ccc(C2CC(c3cccs3)=NN2c2ccc(C=O)cc2)cc1 (centres undefined)	65	-16	6	3	1	2	-1.6	-26	5	85
31	CN1C(=O)C2(Nc3ccccc3-c3nc4ccccc4n32)c2ccccc21 (centres undefined)	85	-13	-5	7	4	-22	-0.4	-29	-1	93
32	Cc1nc(NC(=O)COC(=O)CCC(=O)c2cccs2)c(Cl)cc1Cl	95	22	2	4	5	-3	-1.3	-42	-3	87
33	O=C(CCN1CCN(Cc2ccccc2)CC1)Nc1cccc(Cl)c1	95	38	0	13	4	-10	-3.0	-31	-1	93
34	Cc1sc2c(c1C)c(=O)n(-c1ccccc1)c1nnc(C)n21	97	16	4	18	2	-6	-2.5	-8	.	90
35	COc1ccc(OC)c(-c2cc(C(=O)Nc3cc(C)on3)no2)c1	90	.	0	4	0	-5	-3.2	-27	1	93
36	CSc1nc(-c2ccc(Cl)cc2)nn1S(=O)(=O)c1ccc(Cl)cc1	95	-31	7	13	2	.	1.0	-44	.	91
37	CC(C)C(=O)Nc1cccc(C(=O)OCC(=O)c2ccc(Cl)cc2Cl)c1	106	-11	17	5	-2	-17	-1.2	-27	-1	93
38	COCCCN(C(=O)c1ccco1)c1nc(-c2cc(OC)ccc2OC)cs1	75	4	85*	5	10	-15	-1.2	-12	-1	59
39	O=C(O)CCC(=O)Nc1nc(-c2ccccc2)cs1	97	-16	-1	16	22*	-9	-0.1	-60	-1	100
40	C=CCOc1ccccc1C1NC(=O)NC(C)=C1C(=O)NCc1ccccc1 (centres undefined)	102	4	-12	26	4	-4	-0.9	-19	0	104
41	S=c1[nH]nc(-c2ccccc2)n1C1C=CCCC1 (centres undefined)	100	1	-1	17	1	0	-1.7	-19	1	89
42	COC(=O)c1cc(=O)n(Cc2cccs2)c(=NCc2cccs2)s1	86	.	-7	26	0	-2	-2.9	-22	-2	92
43	CC(C)CNC(=O)NC1C(NC(=O)NCC(C)C)N(C)C(=O)N1C (centres undefined)	100	.	1	2	4	-19	-2.7	-11	0	100
44	COc1ccc(COc2cc(-c3cccc(OC)c3)nc3ccc(NC(C)=O)cc23)cc1	93	-24	-19	7	-1	3	-1.1	-42	.	94
45	CN1CCN(C(=O)CN(c2cccc(Cl)c2)S(=O)(=O)c2ccccc2)CC1	103	.	-3	13	-1	-2	-0.6	-68	-2	110
46	CNC(=O)CC1C(=O)N(Cc2ccccc2)C(=S)N1NC(=O)c1cccc(F)c1 (centres undefined)	94	.	-8	6	-3	-3	-0.2	1	1	95
47	CCC(=O)Nc1ccccc1C(=O)NC1CCCCC1	95	0	3	16	2	-10	-0.4	-57	0	101
48	O=C(NNC(=O)C1CCCCC1)C(=O)NC1CCCCC1	93	-22	4	9	-1	-16	-1.4	-34	0	103
49	CC1C(C(=O)Nc2ccccc2)CCCC1(C)C(=O)O (centres undefined)	96	23	7	11	-1	-5	-1.4	-4	1	104
50	COc1ccc(-c2ccc(-c3noc(C)n3)c(OC)n2)cc1	81	-16	4	3	2	-23	-3.6	-40	-2	74

Next compounds.
nr	mol	PTEN del growth	E-sel TNF inh	GALR2 blocker	Measles CPE	NPY Y2 blocker	Yeast lifespan up	MRP-1 activ	Yeast growth inh	Phagocyt inh	bCat KO growth
51	CCOC(=O)C(NC(=O)Nc1cccc(C)n1)(OCC(F)(F)F)C(F)(F)F (centres undefined)	95	16	-3	5	2	-1	-0.7	-12	-1	91
52	O=C(Cc1ccccc1[N+](=O)[O-])NCc1ccc(Cl)cc1Cl	72	4	-4	8	3	3	-3.2	-37	-10	78
53	CCC(=O)N1CCN(c2ccccc2NC(=O)COc2cc(C)ccc2C(C)C)CC1	4	6	-13	2	22*	1	-5.1	-29	2	8
54	Cc1ccc2ccccc2[n+]1CCCS(=O)(=O)[O-]	89	.	-16	6	0	-4	-1.1	-8	2	95
55	CC(C)CCOc1ccc(C(=O)NCCC(=O)N2CCOCC2)cc1	97	-30	-10	17	-1	-10	-0.7	-58	.	99
56	O=C(OCc1ccc(Cl)cc1Cl)c1cccnc1Cl	91	2	8	12	5	-27	2.9	-43	.	98
57	Clc1cc(Cl)c(OCc2nc(-c3ccccn3)no2)cc1Cl	78	-48	7	4	5	-1	0.1	-68	6	93
58	O=S(=O)(NCc1cc(-c2ccccc2)no1)c1ccc(Cl)cc1	99	18	2	16	4	-2	-1.3	-68	.	107
59	COc1ccc(N(C(=O)c2ccc(C)cc2)S(=O)(=O)c2cccs2)cc1	102	-42	6	4	4	15	-3.7	6	-4	96
60	COc1ccccc1Cn1nnc2c(=O)[nH]c(C3CCN(C(=O)c4ccc(C)cc4)CC3)nc21	80	-38	5	16	0	-19	-1.3	-25	.	68
61	Cc1c(C(=O)Nc2ccc(Cl)cc2)c2ccccn2c1C(=O)c1ccc([N+](=O)[O-])cc1	77	-2	-8	25	1	-1	1.2	-50	0	77
62	O=[N+]([O-])c1ccc2nc(/C=C/c3ccc(Cl)cc3)[nH]c2c1	2.8*	28	8	.	-2	-13	-2.2	-23	-2	2.1*
63	CC(C)C(NS(=O)(=O)c1cccc2nsnc12)C(=O)N1CCc2ccccc2C1 (centres undefined)	77	5	13	10	3	-27	-1.8	-35	2	80
64	C=CCn1c(-c2ccccc2OC)n[nH]c1=S	100	-12	2	3	0	4	-1.2	-38	-8	91
65	CCCn1c(=O)c(C(=O)NCc2ccncc2)c(O)c2ccccc21	102	15	-2	0	5	28*	0.8	-7	-1	105
66	COc1cc2c(cc1OC)C(C)N(C(=O)c1cc3c(s1)-c1c(C)cccc1OC3)CC2 (centres undefined)	84	-25	4	12	10	0	-1.6	0	.	89
67	N#CC1=C(N)Nc2ncnn2C1c1ccc(F)cc1 (centres undefined)	106	.	9	9	3	0	0.9	7	-2	93
68	COc1ccc(CCNC(=O)C2(C)CCC(=O)N2Cc2ccc3c(c2)OCO3)cc1OC (centres undefined)	81	.	11	8	2	-1	-1.9	15	0	102
69	c1ccc(OCCOc2ncnc3sccc23)cc1	110	-16	5	4	0	-12	-0.5	-40	2	99
70	COc1ccccc1OCc1ccc(C(=O)NC(C)(C)C)o1	93	18	3	3	1	-16	1.3	-1	0	92
71	CCC(=O)Nc1ccc2c(c1)C(=O)c1ccccc1C2=O	77	-28	1	4	-1	-12	-2.4	28	-2	81
72	Cc1[nH]nc2nc(SCC(=O)NCC3CCCO3)n(-c3ccc(Br)cc3)c(=N)c12 (centres undefined)	73	-18	-4	3	2	-18	-5.1	-15	.	73
